Efa HMGR inh – inhibitors of class II HMG-CoA reductase from Enterococcus faecalis | 190,000 tested, 0.41% active | inhibition, % at 10 µM | purified E. faecalis HMGR, NADPH absorbance 340 nm kinetic | AID 1066;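 active = inhibition above a set limit, the median over all tested compounds plus 3 SD, cut at about 9.5% in these data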;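 note: enzyme runs in reverse so mevalonate oxidation gives rising NADPH absorbance; 0% = complete reaction with DMSO and 100% = background rate lacking mevalonate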
Redox H2O2 prof – compounds producing H2O2 with reducing agent – biochemical, NIH compound library profiling, artefact control for MLSCN library redox annotation, primary screen | DTT-dependent redox cycling H2O2, phenol red/HRP absorbance; 100% = 100 µM peroxide control, 0% = buffer | activation, % at 10 µM | 200,000 tested, 0.03% active;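 active = activation of at least 50% relative to the plate's high and low controls in the primary single-dose screen; inactive = activation below 50%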;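 note: compound incubated with DTT at 0.8 mM final as the reducing agent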
STAT3 act – increases IL-6 driven STAT3 reporter signal; 190,000 tested, 0.91% active; activation (% of control), % at 5.6 µM; AID 871; U3A cells, IL-6 STAT3-luciferase reporter, luminescence; 100% = signal with IL-6 EC80 alone;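 active = activation above the screen-wide mean of compound activation plus 3 SD, cut at about 130% in these data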;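 note: 0% = background luminescence of wells with medium and substrate only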
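Detection: reporter luminescence signal / Assay system: STAT1-lacking human U3A cells, STAT3 luciferase reporter / Incubation: compound pre-incubation 1 h before IL-6, then 6 h stimulation at 37 °C / Control set: IL-6-only high control / Read-out: % activation relative to IL-6 control / Probe or stimulus: Interleukin-6, 33 ng/mL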
STAT3 blocker – inhibitors of IL-6 induced STAT3 signaling; U3A cells, IL-6 STAT3-luciferase reporter, luminescence; host cell line lacks STAT1; 190,000 tested, 0.89% active; inhibition, % at 5.5 µM; AID 862;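 active = inhibition above the mean inhibition across all screened compounds plus 3 SD, cut at about 44% in these data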;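 note: 0% = DMSO only wells and 100% = 100 µM nifuroxazide control wells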
TLR4 MyD88 comp – blocks binding of human TLR4 to MyD88; inhibition, % at 8.4 µM; O00206+Q99836; HeLa CL3-4 TLR4/MyD88 BLA complementation, FRET ratio; 200,000 tested, 0.18% active; in the data active = inhibition above about 25%;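 note: 0% = vehicle and 100% = reference inhibitor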
Target sequence (O00206 whole entry, looked up): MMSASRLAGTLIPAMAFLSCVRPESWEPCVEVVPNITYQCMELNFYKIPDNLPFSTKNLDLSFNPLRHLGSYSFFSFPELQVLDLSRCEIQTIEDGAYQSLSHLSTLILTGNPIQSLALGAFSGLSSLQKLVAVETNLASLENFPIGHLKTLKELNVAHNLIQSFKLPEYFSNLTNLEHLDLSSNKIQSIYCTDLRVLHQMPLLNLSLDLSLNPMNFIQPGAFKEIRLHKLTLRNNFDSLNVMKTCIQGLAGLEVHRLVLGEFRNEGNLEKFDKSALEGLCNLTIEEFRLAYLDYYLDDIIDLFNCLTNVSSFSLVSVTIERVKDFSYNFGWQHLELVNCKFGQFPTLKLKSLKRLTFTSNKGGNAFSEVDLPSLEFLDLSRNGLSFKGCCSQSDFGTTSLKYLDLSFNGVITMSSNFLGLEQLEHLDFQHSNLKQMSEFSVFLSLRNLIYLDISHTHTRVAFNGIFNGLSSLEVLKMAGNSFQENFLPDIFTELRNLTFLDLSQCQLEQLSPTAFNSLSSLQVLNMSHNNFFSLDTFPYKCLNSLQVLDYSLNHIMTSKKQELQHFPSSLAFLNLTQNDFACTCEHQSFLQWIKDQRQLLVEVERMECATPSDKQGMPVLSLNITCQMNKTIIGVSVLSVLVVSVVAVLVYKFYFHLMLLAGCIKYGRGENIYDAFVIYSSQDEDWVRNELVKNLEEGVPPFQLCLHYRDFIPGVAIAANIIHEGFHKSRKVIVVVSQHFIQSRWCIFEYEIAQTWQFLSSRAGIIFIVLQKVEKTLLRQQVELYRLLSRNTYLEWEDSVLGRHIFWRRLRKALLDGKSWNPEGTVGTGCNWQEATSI
Target sequence (Q99836 whole entry, looked up): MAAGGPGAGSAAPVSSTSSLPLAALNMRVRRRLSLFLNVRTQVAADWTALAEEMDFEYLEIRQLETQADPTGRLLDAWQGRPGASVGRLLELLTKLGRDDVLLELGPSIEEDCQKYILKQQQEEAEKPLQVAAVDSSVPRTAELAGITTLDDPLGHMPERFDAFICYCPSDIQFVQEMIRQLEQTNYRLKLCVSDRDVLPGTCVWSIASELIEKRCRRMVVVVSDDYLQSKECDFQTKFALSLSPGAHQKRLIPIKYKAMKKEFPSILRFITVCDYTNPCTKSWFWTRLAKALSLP
NF-kB expr up – raises NF-kB expression in human neuronal cells; 190,000 tested, 1.6% active; fold change at 12.5 µM; NF-kB reporter expression; active compounds read high; AID 1239; in the data active = fold change above about 3.3
STAT1 activator – STAT1 signaling activation; AID 932; NIH 3T3 STAT1-luciferase reporter, IFN-gamma, luminescence; 100% = IFN-gamma alone, no compound; 200,000 tested, 2.6% active; activation (% of control), % at 5.5 µM;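 active = activation above the screen-wide mean activation plus 3 SD, cut at about 130% in these data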;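 note: raw ratio to IFN-gamma control signal so 100% means no change and 0% no light; values of inactives mirror those of a sister screen read the other way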
Hsp70 activator – Hsp70 transcriptional activation, primary screen | 200,000 tested, 0.04% active | HeLa Hsp70 promoter luciferase reporter, luminescence; scaled: vehicle 0, proteasome-inhibitor control 100% | activation, % at 10 µM | AID 1203;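 active = activation above the mean across all tested compounds plus 3 SD, cutoff set per campaign, cut at about 5.5% in these data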;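 note: 100% = MG132 at 30 µM as the positive control and 0% = DMSO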
STAT1 inh – inhibitors of IFN-gamma induced STAT1 signaling. inhibition, % at 5.5 µM. 200,000 tested, 0.35% active. NIH 3T3 STAT1-luciferase reporter, luminescence;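 active = inhibition above a set limit, the mean inhibition across all tested compounds plus 3 SD, cut at about 34% in these data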;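 note: 0% = IFN-gamma with DMSO and 100% = IFN-gamma with 300 µM nifuroxazide; values of inactives mirror those of a sister screen read the other way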
APP 5'UTR act – activates APP 5'UTR luciferase reporter | SH-SY5Y APP 5'UTR luciferase reporter, luminescence; zero percent = DMSO vehicle wells | activation, % at 2 µM | 190,000 tested, 1% active | AID 1276;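 active = activation above a set limit, based on mean plus 3 SD of controls, cut at about 140% in these data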; note: values of inactives mirror those of a sister screen read the other way
* marks the source's active call; other numbers are inactive results; · = not tested or not shown.

SMILES,STAT1 activator,STAT1 inh,NF-kB expr up,APP 5'UTR act,Redox H2O2 prof,STAT3 act,STAT3 blocker,TLR4 MyD88 comp,Efa HMGR inh,Hsp70 activator
CC(C)(Oc1ccc(Cl)cc1)C(=O)Nc1ccc2oc(-c3ccncc3)nc2c1,102,-2,1.2,4,2.9,73,37,-18,0,-0.1
O=S(=O)(Nn1cnnc1)c1ccc2ccccc2c1,98,2,1.1,-12,-1.1,101,0,1,-6,0.2
CCOc1ccc(NS(=O)(=O)c2ccc(NC(C)=O)c(OC)c2)cc1,101,-1,0.85,21,-0.1,98,3,-4,-2,-0.3
COc1ccc(OC)c(NC(=O)C(Sc2ccccc2)c2ccccc2)c1 (stereo not drawn),96,10,0.79,14,0.2,94,15,-3,3,0.1
COc1cc(/C=C2\SC(=O)N(c3ccccc3Cl)C2=O)cc([N+](=O)[O-])c1O,108,-11,1.1,12,-0.9,109,-7,-4,2,-0.3
Cc1cc(N2CCN(c3ccccc3)CC2)nc(-c2ccccc2O)n1,103,-4,1.1,-2,0.0,87,13,11,-8,-0.4
O=C(O)CCNc1cc2ccccc2cc1C(=O)O,99,-1,1.1,-22,-0.7,142*,-46,-9,0,0.0
COc1ccccc1NC(=O)CSc1nc(N)cc(N)n1,94,7,0.85,-4,1.5,100,2,-2,-5,-0.5
CC1(C)C(N(O)C(=O)Nc2ccccc2)N(c2cccc(Cl)c2)C(=O)N1O (stereo not drawn),97,4,1.1,4,2.3,102,4,-5,-7,-0.5
CC(C)(C)CC(=O)NCc1cccs1,104,-6,0.98,27,0.4,104,3,-7,2,-0.3
Cc1ccc(-n2nc(C)c(C3(O)C(=O)N(C)c4ccccc43)c2N)cc1 (stereo not drawn),98,2,1.1,-1,0.3,99,4,-5,0,0.0
Cc1nc(N2CCN(S(=O)(=O)c3ccc(Br)cc3)CC2)c2c(C)c(C)sc2n1,94,5,1.1,10,-0.2,105,-2,-7,-5,-0.5
COCCNC(=O)C(c1ccc(C)o1)N(C(=O)Cn1nnc2ccccc21)c1ccccc1 (stereo not drawn),106,-9,1,-19,-1.8,97,6,-5,-3,-0.4
Nc1ccc(N(c2ccccc2)c2ccc(N)cc2)cc1,89,13,0.98,3,-0.2,94,11,-5,2,-0.1
CCCN(CCC)C(=O)Cc1coc2ccc3ccccc3c12,101,-1,1,27,0.0,105,0,8,-4,0.4
COC(=O)c1ccc(CNC(=O)COC(=O)c2ccc(N(C)C)cc2)cc1,106,-8,1,16,0.5,109,-9,6,-2,-0.1
Cc1ccc(NC(=O)C(Cc2ccccc2)NC(=O)OCc2ccccc2)cc1C (stereo not drawn),98,2,1,-4,0.1,102,-2,-11,1,-0.4
Cc1ccc(S(=O)(=O)NNC2=NS(=O)(=O)c3ccccc32)c(C)c1,104,-5,1.2,12,0.4,103,5,-1,3,0.0
C=CCn1c(C2CCCCC2)n[nH]c1=S,103,-3,1.3,12,-1.4,98,4,-2,-2,-0.3
Cc1onc(-c2c(Cl)cccc2Cl)c1C(=O)NCCc1ccc(S(N)(=O)=O)cc1,100,0,1.4,4,0.1,103,2,3,-1,-0.2
CNC(=S)Nc1ccc(-c2nc3ccc(C)cc3s2)cc1,95,4,·,172*,-0.5,62,47*,-8,-1,0.0
COC(=O)c1cc2c(cc1[N+](=O)[O-])OCO2,106,-6,1.1,4,-1.7,101,-1,0,0,0.3
O=C(O)c1ccc(NS(=O)(=O)c2cccc3cccnc23)cc1,97,3,1.3,5,-1.1,91,16,5,-1,-0.3
CCOP1(=O)C=C(C(C)(C)C)OC1c1ccc(F)cc1 (stereo not drawn),93,8,1,-4,0.6,106,2,13,-2,-0.2
Cc1ccc(C2c3c(oc4ccccc4c3=O)C(=O)N2c2nnc(C)s2)o1 (stereo not drawn),102,-3,·,13,3.3,99,4,6,·,0.2
CC(=O)c1cc(F)c(N2CCN(CCC#N)CC2)cc1C,96,4,1.3,29,2.6,98,7,-6,-7,-0.2
CC[C@@H](C)C(NC(=O)OC(C)(C)C)c1cn([C@@H](CCC(=O)OC(C)(C)C)C(=O)N2CCN(C(=O)OC(C)(C)C)CC2)nn1 (stereo partly drawn),108,-7,0.64,12,-0.3,·,·,0,1,0.1
NC(=O)CSc1nnc(-c2cc(-c3cccs3)nc3ccccc23)o1,96,5,1.1,1,0.7,83,19,-2,-2,0.1
O=C(Nc1ccc(N2CCOCC2)c(Cl)c1)c1ccc(F)cc1,121,-23,2.1,43,0.1,95,7,5,7,0.0
Cc1cccc(N2CCN(C(=O)Cn3cccc3C(=O)c3ccccc3)CC2)c1C,100,0,0.98,-5,0.0,96,2,3,1,-0.4
Fc1ccc2nc(-c3ccccc3)nc(SCc3nnc(-c4ccccc4)o3)c2c1,93,8,0.83,2,1.9,141*,-43,4,-5,0.2
CCSc1nccc(-c2nn(-c3ccc(C)cc3)ccc2=O)n1,105,-5,1,·,0.1,102,4,-5,2,0.7
COc1ccc(NC(=S)NN(C)C(=S)Nc2ccc(OC)cc2)cc1,104,-4,1,-93,0.0,100,5,9,2,-0.1
Cn1c(=O)cc(SCC(=O)N2CCN(c3ccccc3)CC2)c2ccccc21,95,5,1.1,11,-0.6,88,17,5,-2,0.8
Fc1ccc(-c2csc(-c3ccncc3)n2)cc1,125,-29,1.7,6,-0.5,78,33,-12,0,-0.3
Cc1ccc(N2CC(O)=C(c3nc4ccccc4c(=O)[nH]3)C2=N)cc1C,110,-12,1.2,8,0.0,85,20,3,-12,0.2
Cc1ccc(NC(=O)Nc2cccs2)cc1,115,-19,2.2,95,-0.2,112,-10,2,-7,-0.1
CC(=O)c1ccc(C(=O)N2CCc3c([nH]c4ccccc34)C2c2ccccn2)s1 (stereo not drawn),102,-4,0.93,6,-1.2,101,3,2,-1,-0.2
O=C(CCS(=O)(=O)c1ccc(Br)cc1)Nc1cc(F)ccc1F,102,-2,1.3,-11,0.0,109,-6,-7,1,-0.2
CCC(C)NC(=O)C1CCN(S(=O)(=O)c2ccc(Br)s2)CC1 (stereo not drawn),95,5,1.7,-12,0.3,96,13,-5,-4,-0.2
CCNc1nc(NC(C)C)nc(Oc2ccc(OCc3ccccc3)nn2)n1,95,9,0.98,21,0.5,98,5,3,-2,-0.1
COc1ccccc1C(=O)C1CCCN(C(=O)C2CCCC2)C1 (stereo not drawn),88,11,1.1,-21,-0.3,101,2,-6,0,0.8
O=C(CSc1nnc(Cc2ccccc2)n1-c1cccc(Cl)c1)N1CCOCC1,99,1,1.1,-15,2.9,102,3,5,-2,0.0
COc1ccc(S(=O)(=O)N2CCC(C(=O)NCC3CCCO3)CC2)cc1OC (stereo not drawn),100,-1,1.2,-11,-1.3,107,5,-2,1,0.5
CCc1ccc(C(=O)NCc2ccc(Cl)cc2Cl)cc1,116,-18,1.3,-1,-0.1,102,-2,15,-6,-0.2
Cc1cc(C)n2nc(C(=O)OCC(=O)N3CCC3)nc2n1,105,-5,1,16,-0.7,106,-7,2,-4,-0.3
Cc1cccc(NC(=S)NCCc2ccc(F)cc2)c1C,93,6,1,5,-0.1,96,13,-1,3,-0.3
O=c1[nH]c(=O)n(-c2ccccc2)c2c1C(C(F)(F)F)(C(F)(F)F)N=C(C1CCCCC1)N2,96,5,0.8,-3,-0.1,107,-12,-3,-6,-0.2
CNc1oc(-c2ccc(Cl)cc2)nc1P(=O)(c1ccccc1)c1ccccc1,104,-4,0.73,4,-3.5,106,-2,4,-3,1.5
CCOc1ccccc1/C=C(/NC(=O)c1ccccc1)C(=O)NC(C)c1ccccc1 (stereo not drawn),101,-1,1.2,-6,0.0,104,-4,-3,3,-0.5
O=S(=O)(c1ccc2c(c1)C(=NO)c1cc(S(=O)(=O)N3CCCCC3)ccc1-2)N1CCCCC1,96,5,0.81,-5,-12,95,12,-7,·,0.3
O=C(Nc1ccc(CSc2ccccc2)cc1)c1ccccc1,113,-16,1.1,6,-0.3,108,-5,-5,-2,0.4
COc1ccc(NC(=O)NNC(=O)c2ccccc2-n2cccc2)cc1OC,97,2,1,7,-0.1,100,6,7,5,-0.1
Cc1ccc2cccc(OCC(=O)NCc3ccco3)c2n1,113,-15,0.92,1,0.4,102,4,-2,0,-0.2
Cc1ccc(S(=O)(=O)N/N=C/c2ccccc2O)cc1[N+](=O)[O-],108,-11,1.3,-6,-0.1,99,5,-2,2,-0.3
Cc1cccc(NC(=O)c2ccc(N3CCOCC3)c([N+](=O)[O-])c2)n1,117,-22,2,65,-0.6,99,6,-3,1,-0.2
CC(=O)N(C)c1ccc(NC(=S)Nc2ccc(C(C)C)cc2)cc1,101,-3,1.3,16,-0.2,82,27,-12,0,0.0
C=CCn1nc(-c2ccccc2)c(N2CCCCC2)cc1=O,94,5,1.3,-1,-1.3,105,6,-12,-7,-0.2
Cn1c2c(c(=O)n(C)c1=O)C(C(F)(F)F)(C(F)(F)F)N=C(c1ccc(Cl)cc1)N2,36,71*,0.57,-51,1.4,31,89*,5,-2,0.3
O=C(NC(=S)Nc1cccc(NC(=O)c2ccccc2Cl)c1)c1cccs1,106,-7,1,-2,0.0,96,8,3,2,-0.4

More entries
SMILES,STAT1 activator,STAT1 inh,NF-kB expr up,APP 5'UTR act,Redox H2O2 prof,STAT3 act,STAT3 blocker,TLR4 MyD88 comp,Efa HMGR inh,Hsp70 activator
O=C(/C=C/c1ccnc2ccccc12)c1cccs1,103,-4,1,183*,0.7,78,33,7,2,0.0
c1cncc(Nc2nc(-c3cccs3)cs2)c1,132*,-44,2.4,7,0.6,141*,-48,0,1,0.7
COc1ccc2c(c1)OC13CCN(C)CC1C2C(C(=O)c1ccc(F)cc1)C(=O)N3 (stereo not drawn),98,2,0.95,-20,0.7,104,-4,-13,-1,0.0
CCc1nnc(NC(=O)C(NS(=O)(=O)c2ccc3c(c2)OCCO3)C(C)C)s1 (stereo not drawn),102,-3,0.98,34,1.8,98,7,-9,-7,0.2
COc1ccc(CC(=O)OC2CCCN(C)C2)cc1 (stereo not drawn),103,-5,1.1,-5,-0.8,98,6,9,4,-0.3
O=C(O)CCOc1ccc2c(c1)OCCO2,103,-4,1,0,2.4,102,1,-3,-4,-0.3
c1ccc(CCN2CN(CCCN3CCOCC3)c3nc4ccccc4n3C2)cc1,102,-2,1,-6,0.6,100,0,-1,-7,-0.4
CCCn1c(=S)[nH]c2ccc(C(F)(F)F)cc21,100,-1,1.1,9,-0.2,93,13,-7,-3,-0.3
CCOC(=O)c1c(NC(=O)/C=C/C(=O)O)sc(C)c1-c1ccc(F)cc1,87,14,1,-13,-1.7,99,12,3,-8,-0.2

Assay outcomes: PubChem, several laboratories

Compounds were not picked by outcome. About 5.6% of those tested had a hit in this group.
